Compound activity: PubChem, National Center for Advancing Translational Sciences (NCATS)
GAA inh – inhibitors of human lysosomal alpha-glucosidase; P10253; purified human GAA, 4-MU-alpha-glucoside fluorescence; Potency, µM (doses to about 76.9 µM), without a hit: at the top dose activity change, negative = inhibition, usual class: inhibitors; actives 0.005% (n = 200,000); AID 1466;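 note: plate controls were uninhibited enzyme wells for no effect and no-enzyme background for full effect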
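AC50 values come from Hill fits of compound titrations (up to 77 uM) against 4 nM human enzyme. Substrate 4-methylumbelliferyl-alpha-D-pyranoside at 400 uM, pH 5.0 citrate buffer, 20 min room temperature; fluorescence Ex 365/Em 440 after alkaline stop.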
aGal spleen mod – inhibitors or activators of human alpha-galactosidase in spleen homogenate; actives 0.008% (n = 240,000); AID 2107; Potency, µM (top dose mostly 80 µM), without a hit: top-dose activity change, negative = inhibition, usual class: inhibitors; P06280; human spleen homogenate, 4MU-alpha-Gal fluorescence, 40 min;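 note: 0% = enzyme with vehicle and -100% = no enzyme basal signal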
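Human spleen homogenate (1 ug) was the enzyme source, with 4-methylumbelliferyl-alpha-D-galactopyranoside (1 mM final) in pH 5.0 citrate buffer with 0.01% Tween-20. Compounds were titrated; after 40 min at 37C, NaOH/glycine stop, 4-MU fluorescence read; AC50 from Hill fits.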
aGlu spleen mod – inhibitors or activators of human alpha-glucosidase in spleen homogenate; P10253; human spleen homogenate, 4-MU-alpha-glucoside fluorescence; Potency, µM (doses to about 79.9 µM), inactives show at the top dose activity change, negative = inhibition, actives largely listed as inhibitors; actives 0.006% (n = 240,000); AID 2112;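 note: 0% = enzyme with vehicle and -100% = no enzyme basal signal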
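Compounds were titrated against alpha-glucosidase in spleen homogenate at pH 5.0, with 1 mM 4-methylumbelliferyl substrate for 40 min at 37 C. Reactions were quenched with pH 10 NaOH/glycine and fluorescence measured.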
Epigenetic reg – epigenetic control regulation, reporter derepression | murine LDR cells, GFP reporter derepression, 30 h | Potency, µM (series often up to 53.9 µM), inactives show top-dose GFP activation, hits mostly activators | actives 0.2% (n = 280,000); note: % of control where 0% means no effect; nearly all actives have a fitted effect of over 60% in size
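In this reporter-derepression format, murine cells bearing a silenced integrated CMV-GFP locus incubate with test compound (30 h, 37 C), then are washed and imaged; fluorescent objects of 20–120 um count as induced cells.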
GAA glycogen mod – alters human alpha-glucosidase cleavage of glycogen; recombinant GAA, glycogen substrate, Amplex Red glucose oxidase fluorescence; Potency, µM (doses to about 76.4 µM), for the others: at the highest dose activity change, negative = inhibition, most hits filed as inhibitors; actives 0.38% (n = 300,000); AID 2100;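 note: 0% = full enzyme reaction and -100% = no-enzyme basal signal; the screen sought inhibitors and activators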
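Recombinant human alpha-glucosidase (4 nM final) hydrolysed bovine liver glycogen (30 ug) for 40 min at 37 C in pH 5.0 citrate/phosphate with 0.01% Tween-20. Released glucose detected by glucose oxidase/Amplex Red, Ex 573/Em 610 nm. Compounds up to 77 uM; AC50 from Hill fits.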
ALDH1A1 inh – ALDH1A1 (human) enzyme inhibition | actives 7.3% (n = 220,000) | Potency, µM (top dose mostly 75.3 µM), without a hit: top-dose activity, negative = inhibition, usual class: inhibitors | Purified ALDH1A1, NADH fluorescence, propionaldehyde substrate; active = well fitted inhibition curve with a large enough effect, not every such curve was filed as active; inconclusive = small, poorly fitted or top-dose-only effect, or another doubt; inactive = no such curve, though single readings can be large or run the other way;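 note: plate controls were no enzyme wells and a reference inhibitor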
Target sequence (P00352 whole entry, looked up): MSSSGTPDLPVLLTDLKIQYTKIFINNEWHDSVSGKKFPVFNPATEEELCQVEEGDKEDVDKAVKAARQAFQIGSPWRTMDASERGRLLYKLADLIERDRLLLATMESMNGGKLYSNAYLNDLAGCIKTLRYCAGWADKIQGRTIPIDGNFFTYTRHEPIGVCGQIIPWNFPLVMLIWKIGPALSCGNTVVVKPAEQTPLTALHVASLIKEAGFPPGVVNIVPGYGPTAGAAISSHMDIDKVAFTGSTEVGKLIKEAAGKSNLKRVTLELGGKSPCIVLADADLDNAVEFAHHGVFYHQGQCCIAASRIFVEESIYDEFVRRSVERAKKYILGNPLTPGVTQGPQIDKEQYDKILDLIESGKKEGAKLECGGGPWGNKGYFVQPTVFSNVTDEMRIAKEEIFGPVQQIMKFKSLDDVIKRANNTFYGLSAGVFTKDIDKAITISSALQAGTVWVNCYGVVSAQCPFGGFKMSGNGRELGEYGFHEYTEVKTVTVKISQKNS
Tau fluor counter – counter-screen for tau fibril formation inhibitors; tau K18 P301L (four-repeat tau fragment) Alexa594 fluorescence, heparin fibrillization; Potency, µM (top dose mostly 57.7 µM), for inactives: at the top dose activity change, negative = decrease; actives 0.93% (n = 280,000); AID 1463; note: % is set by controls: 0 for no effect and ±100 for the full control effect; nearly all actives have a fitted effect of over 55% in size
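Human K18 P301L tau (15 uM unlabeled plus 0.24 uM Alexa 594-labeled, final) in 100 mM sodium acetate pH 7 was mixed with compound and 20 uM heparin and incubated 6 hr at 37 C.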
NPSR antagonist – antagonists of human neuropeptide S receptor cAMP signaling | CHO-NPSR cells, cAMP TR-FRET, antagonist mode | actives 1% (n = 220,000) | Q6W5P4 | Potency, µM (doses to about 38.3 µM), for the others: top-dose activity change, negative = inhibition, most hits filed as inhibitors; note: % is set by controls: 0 for no effect and ±100 for the full control effect; nearly all actives have a fitted effect of over 50% in size; many of its hits are not listed in these tables
Target sequence (Q6W5P4 whole entry, looked up): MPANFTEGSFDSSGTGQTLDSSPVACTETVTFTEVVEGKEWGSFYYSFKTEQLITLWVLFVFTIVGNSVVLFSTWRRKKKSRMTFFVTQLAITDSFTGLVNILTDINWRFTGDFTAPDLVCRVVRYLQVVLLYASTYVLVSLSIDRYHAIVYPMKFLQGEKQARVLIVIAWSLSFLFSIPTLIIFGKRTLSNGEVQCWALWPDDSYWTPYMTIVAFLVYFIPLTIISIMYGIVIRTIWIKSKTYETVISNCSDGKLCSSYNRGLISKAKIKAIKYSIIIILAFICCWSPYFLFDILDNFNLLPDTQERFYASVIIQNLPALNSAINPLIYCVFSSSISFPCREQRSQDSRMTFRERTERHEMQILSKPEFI
Starred values were filed as active, the others as inactive; u = inconclusive; x = not tested or not shown; & = joins results of further samples; [ ] = remark or other dose. Unless noted, calls come from the whole dose curve; as a rule, active = well fitted curve in the direction sought with a large enough effect; inconclusive = small, poorly fitted or top-dose-only effect, or another doubt; inactive = no such curve, though single readings can be large; an effect the other way counts as inactive or inconclusive. Potency is the fitted concentration of half-maximal effect. These rows are one share of the data; count on the stated rates, not on these rows.

SMILES | GAA inh | aGal spleen mod | aGlu spleen mod | Epigenetic reg | GAA glycogen mod | ALDH1A1 inh | Tau fluor counter | NPSR antagonist
COC(=O)c1c(C)nc(C)c(C(=O)OC)c1-c1ccc(OC)c(OC)c1 | 7% | -3% | -1% | 1.1% | -1% | 16% | 1% | 2%
COc1ccc(N=C2C(=Nc3ccc(OC)cc3)N(c3ccc(N(C)C)cc3)C(=S)N2c2ccc(OC)cc2)cc1 | 3% | 3% | 10% | -0.5% | 2% | u | u | -15%[46.1 µM]
CCOC(=O)c1c(C)c(C#N)c2c3ccccc3ccn12 | 6% | -3% | 1% | 0.8% | 6% | 9% | -5% | 13%[46.1 µM]
COc1cc(CN2CCc3ccccc3C2)ccc1O | -12%[15.4 µM] | 4% | -9% | 1.9% | -10% | u | -13% | u
Cc1cccc(-n2ccnc2SCC(=O)Nc2ccc3c(c2)OCCO3)c1 | 3% | -5% | -6% | -0.9% | -6% | -1% | -25% | -4%[46.1 µM]
CC(C)(C)c1ccc(C(=O)N2CCC(C(=O)NCC3CCCO3)CC2)cc1 (configuration not stated) | -6% | 0% | -5% | 1.1% | 0% | 5% | -2% | -15%[46.1 µM]
C[C@@H](c1ccccc1)N1C(=O)[C@H]2[C@@H]3[C@H](O)[C@H](O)CC(=O)[C@H]3CC[C@H]2C1=O | x | u | 3%&3%[17.4 µM] | 0.0%&1.1%[10.1 µM] | x | 0%&1%[13.5 µM] | -3%&-8%[11.6 µM] | x
Cc1cc2ncn(C(=O)c3c(-c4ccccc4Cl)noc3C)c2cc1C | -12% | -16% | -19% | -1.0% | -2% | u | -8% | -25%[46.1 µM]
CCSc1cc(N2CCCC2)nc(-c2cccc(C)c2)n1 | -1% | 11% | 3% | -1.0% | -1% | -2% | -1% | 2%
Cc1cc([N+](=O)[O-])nn1CC(=O)NNC(=S)Nc1ccc(F)cc1 | 2% | -16% | -12% | -2.4% | u | 1% | -5% | -3%[46.1 µM]
CCOc1ccc(S(=O)(=O)NCCOC)cc1C | -5% | 8% | 7% | 0.0% | -3% | -12% | 4% | 5%[46.1 µM]
Cc1ccc(Nc2ncnc3ccccc23)cc1 | 2% | 2% | 3% | 0.0% | -9% | -5% | -9% | 19%
O=C(/C(=N/O)n1cncn1)c1ccccc1Cl | x | -2% | -2% | -1.2% | 6% | x | 7% | 9%
O=C1CCCN1CCC1CCN(C2CC(=O)N(Cc3ccc(N4CCCC4=O)cc3)C2=O)CC1 (configuration not stated) | -8% | 5% | 0% | -0.9% | 2% | u | 3% | 1%[46.1 µM]
CCCCCCNC(=O)N[C@@H](C(=O)NCCC[C@H]1CN2C(=NC[C@@H]2Cc2ccccc2)N1CCc1cccc(OC)c1)C(C)C | x | 4% | -2% | u | 6% | x | 2% | -11%
Cc1cccc(C)c1NC(=O)c1sc(N)nc1-c1ccccc1 | 0% | 1% | 2% | 0.0% | 0% | 9% | 8% | -11%
Cc1cccc(-n2nnc(C(=O)NCc3ccccc3)c2N)c1 | 0% | 11% | 0% | -1.2% | 2% | -12% | -10% | -8%[46.1 µM]
CCOc1ccc(NC(=O)C2CCC(CNc3c(N4CCOCC4)c(=O)c3=O)CC2)cc1 (configuration not stated) | 1% | -1% | -4% | -1.0% | 12% | 8% | -8% | 0%[46.1 µM]
COC(=O)CSc1nc(NC(C)C)nc(N2CCOCC2)n1 | 0% | 3% | -8% | 5.9% | 6% | 3% | 1% | 6%[46.1 µM]
COc1ccc(CCC(=O)NCc2cn3ccc(C)cc3n2)cc1 | x | 2% | -5% | -0.2% | -11% | u | -8% | -10%
CC1=CCC2C(=O)N(Cc3ccccc3)C(=O)C2C1 (configuration not stated) | -9% | -5% | 5% | 0.0% | 6% | -1% | 0% | 25%[46.1 µM]
CN(C)CCCNc1c(C(=O)O)cnc2c1cnn2C | -7% | -10% | -3% | 0.9% | 2% | 6% | 3% | -8%[46.1 µM]
Cc1ccccc1/C=N/Nc1ncnc2nc[nH]c12 | x | 4% | 5% | -1.0% | -13% | x | u | -15%
COCCNC(=O)CCSc1nc(-c2ccc(OC)cc2)cc(C(F)(F)F)n1 | -7% | 5% | -2% | -1.0%&-1.2% | -10%[76.3 µM] | u | -11%&-6% | -5%[46.1 µM]
COc1ccc(OC)c2sc(Cl)nc12 | -7% | -5% | x | 0.0% | 2% | u | -8% | 14%

Compounds listed so far that contain fluorine (two):
SMILES | GAA inh | aGal spleen mod | aGlu spleen mod | Epigenetic reg | GAA glycogen mod | ALDH1A1 inh | Tau fluor counter | NPSR antagonist
Cc1cc([N+](=O)[O-])nn1CC(=O)NNC(=S)Nc1ccc(F)cc1 | 2% | -16% | -12% | -2.4% | u | 1% | -5% | -3%[46.1 µM]
COCCNC(=O)CCSc1nc(-c2ccc(OC)cc2)cc(C(F)(F)F)n1 | -7% | 5% | -2% | -1.0%&-1.2% | -10%[76.3 µM] | u | -11%&-6% | -5%[46.1 µM]

The listing picks up, repeating the 5 entries before the break.
SMILES | GAA inh | aGal spleen mod | aGlu spleen mod | Epigenetic reg | GAA glycogen mod | ALDH1A1 inh | Tau fluor counter | NPSR antagonist
CC1=CCC2C(=O)N(Cc3ccccc3)C(=O)C2C1 (configuration not stated) | -9% | -5% | 5% | 0.0% | 6% | -1% | 0% | 25%[46.1 µM]
CN(C)CCCNc1c(C(=O)O)cnc2c1cnn2C | -7% | -10% | -3% | 0.9% | 2% | 6% | 3% | -8%[46.1 µM]
Cc1ccccc1/C=N/Nc1ncnc2nc[nH]c12 | x | 4% | 5% | -1.0% | -13% | x | u | -15%
COCCNC(=O)CCSc1nc(-c2ccc(OC)cc2)cc(C(F)(F)F)n1 | -7% | 5% | -2% | -1.0%&-1.2% | -10%[76.3 µM] | u | -11%&-6% | -5%[46.1 µM]
COc1ccc(OC)c2sc(Cl)nc12 | -7% | -5% | x | 0.0% | 2% | u | -8% | 14%
FC(F)(F)c1nc2ccccc2n2c(-c3ccc(Cl)cc3Cl)nnc12 | -5% | -2% | -8% | 0.0% | 0% | -5% | -9% | -17%[46.1 µM]
CNC(=O)C12N=CNN=C1N(C)C(=O)N2C (configuration not stated) | -10% | -2% | 1% | 1.4% | -16% | 10% | -5% | 8%
CCCc1cc(=O)[nH]c(SCCOc2ccc(Cl)cc2)n1 | 2% | -13% | -6% | 0.0% | -1% | u | -10% | 9%[46.1 µM]
Cc1ccc(CCNC(=O)C2CCCN(S(=O)(=O)c3cnc[nH]3)C2)cc1 (configuration not stated) | -2% | 2% | -1% | 2.3% | 8% | -5% | 3% | u
COC(=O)CCCC1=CC2=CC(=O)C(C)(OC(=O)c3cccs3)C(=O)C2=CN1C1CC1 (configuration not stated) | x | -9%[17.5 µM] | 12%[17.4 µM] | -3.3% | 4% | -6%[13.5 µM] | -3%[11.6 µM] | 5%
CCN(CC)CCN(C(=O)c1ccccc1OC)c1nc2ccc(F)cc2s1 | -3% | -11% | -4% | -3.7% | -19% | 7% | -6% | -28%
CC(C)(C)c1cc(CCC(=O)NN)cc(C(C)(C)C)c1O | -2% | -2% | 5% | 4.9% | u | 4% | -4% | 8%
COc1cc(/C=C/C(=O)N2CCN(c3n[nH]c(=O)[nH]c3=O)CC2)cc(OC)c1OC | 3% | -1% | 4% | -0.1% | -29% | -12% | -10% | 25%
Cc1cc(OCCCCCn2ccnc2)cc(C)c1Cl | -12% | -3% | 2% | u | -11% | u | -17% | -43%
C=CCn1cc(C(=O)OC)c(=O)c2cc(S(=O)(=O)N(CC)CC)ccc21 | -13% | 1% | -6% | -10% | 7% | u | -14% | -20%[46.1 µM]
CN(C)c1nc(Nc2ccc(Cl)cc2)nc(OCC#N)n1 | -4% | 12% | -4% | -1.1% | 5% | 11% | -24% | 0%[46.1 µM]
CC(=O)Oc1ccccc1N1C(=O)c2ccc(C(=O)O)cc2C1=O | -4% | 5% | 3% | 4.0% | -5% | 16% | -9% | -7%[46.1 µM]
O=C(CNS(=O)(=O)c1cccc2nsnc12)NC1CCCCC1 | -1% | 7% | 2% | 0.0% | 4% | 3% | 2% | -2%[46.1 µM]
CCOC(=O)C1(CCOC)CCN(C2C3CC4CC(C3)CC2C4)CC1 (configuration not stated) | x | -1% | 3% | -1.2% | -2% | 10% | 6% | 7%
Cc1c(N/C(=N/S(=O)(=O)c2cc([N+](=O)[O-])ccc2Cl)c2ccccc2)c(=O)n(-c2ccccc2)n1C | -1% | -5% | -19% | -0.4% | 3% | 5% | -2% | -23%
O=C(CSc1ncnc2sc3c(c12)CCCCC3)NCc1ccco1 | 0% | 3% | -2% | -1.0% | 0% | 8.9µM* | -12% | 6%[46.1 µM]
CCOC(=O)C1CCCCN1Cc1cn[nH]c1-c1ccc(F)cc1F (configuration not stated) | 1% | 4% | 5% | -2.5% | -8% | -12% | -9% | 6%
O=C(COC(=O)COc1ccc2ccccc2c1)NC1CCCc2ccccc21 (configuration not stated) | u | -1% | -22% | 2.9% | 1% | 0% | -22% | 11%
C/C(=N\Nc1ccc([N+](=O)[O-])cc1[N+](=O)[O-])c1ccc(-n2nncc2C(C)(C)C)cc1 | -9% | 6% | 5% | 0.0% | 12% | u | u | -13%
CNC(=S)NNC(=O)c1sccc1C | 10% | 0% | -1% | -2.0% | u | 1% | 6% | 15%
CC1(C)OC2CC3C4CC(F)C5=CC(=O)C=CC5(C)C4C(O)CC3(C)[C@]2(C(=O)CO)O1 (some centres not stated) | x | -14% | -11% | -1.3% | x | 0% | -20% | x
O=C(O)c1nc(-c2ccccc2)n(-c2cccc(C(F)(F)F)c2)n1 | 1% | -17% | -3% | 2.7% | 7% | 5% | -8% | 14%
